From PubChem BioAssay
FUS suppressor: suppressors of FUS proteinopathy in yeast; 0.24% of 390,000 active; Potency, µM (doses to about 76.6 µM), without a hit: at the top dose growth rescue (activation), usual class: activators; S. cerevisiae FUS-expressing, growth rescue, OD600, 24 h; AID 1347120;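 note: plate controls were DMSO vehicle for no effect and reference control for full effect; nearly all actives have a fitted effect of over 55% in size; some results filed as inactive show a strong effect at the top dose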
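Restored growth of FUS-toxic S. cerevisiae, read as 600 nm absorbance after 24 h at 30C in galactose medium (starting OD 0.005). Controls CP55940 and DMSO.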
EPAC1 antag: blocks human EPAC1 exchange factor; EPAC1 GEF assay, Rap1b-BODIPY-GDP exchange fluorescence; 0.14% of 360,000 active; AID 720709; Potency, µM (series often up to 115 µM), inactives show at the top dose activity change, negative = inhibition, hits mostly inhibitors;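 note: plate controls were vehicle for no effect and positive control for full effect; nearly all actives have a fitted effect of over 50% in size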
Target sequence (O95398 whole entry, looked up): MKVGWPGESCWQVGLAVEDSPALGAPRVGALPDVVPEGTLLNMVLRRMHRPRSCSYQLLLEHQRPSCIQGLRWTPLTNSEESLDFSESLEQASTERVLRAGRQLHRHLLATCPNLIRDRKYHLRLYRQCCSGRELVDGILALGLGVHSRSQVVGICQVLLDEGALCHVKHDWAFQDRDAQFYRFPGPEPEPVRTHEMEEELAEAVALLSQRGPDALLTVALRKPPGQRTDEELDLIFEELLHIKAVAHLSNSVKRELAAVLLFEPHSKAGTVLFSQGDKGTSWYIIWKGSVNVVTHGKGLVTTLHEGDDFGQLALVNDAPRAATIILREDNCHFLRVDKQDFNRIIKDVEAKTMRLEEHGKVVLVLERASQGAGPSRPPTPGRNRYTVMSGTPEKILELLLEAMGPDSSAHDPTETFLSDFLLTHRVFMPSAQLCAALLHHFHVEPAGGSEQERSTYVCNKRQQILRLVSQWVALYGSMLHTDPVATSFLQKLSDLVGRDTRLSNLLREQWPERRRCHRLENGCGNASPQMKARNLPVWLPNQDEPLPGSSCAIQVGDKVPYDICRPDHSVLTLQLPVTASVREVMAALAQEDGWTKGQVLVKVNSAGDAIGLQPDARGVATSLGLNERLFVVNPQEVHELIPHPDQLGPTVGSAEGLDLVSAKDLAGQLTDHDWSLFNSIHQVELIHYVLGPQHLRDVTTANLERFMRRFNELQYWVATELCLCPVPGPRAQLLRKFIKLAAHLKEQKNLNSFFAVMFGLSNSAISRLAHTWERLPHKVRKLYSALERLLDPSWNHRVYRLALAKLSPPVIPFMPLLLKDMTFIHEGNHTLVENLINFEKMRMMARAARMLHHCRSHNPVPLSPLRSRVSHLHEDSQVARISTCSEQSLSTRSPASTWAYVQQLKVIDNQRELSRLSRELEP
PTHR1 agonist: activates the human parathyroid hormone receptor PTHR1. HEK293 GP2 PTHR1 cells, GloSensor cAMP luminescence, 1 h. Potency, µM (series often up to 115 µM), without a hit: at the top dose activation, usual class: activators. 0.075% of 410,000 active. AID 743266; note: nearly all actives have a fitted effect of over 55% in size; some results filed as inactive show a strong effect at the top dose; inactives centre near -15; many of its hits are not listed in these tables
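HEK-293-derived GP2 cells expressing PTHR1 and a GloSensor cAMP reporter, 3,000/well, plated overnight, given luciferin plus IBMX (each 0.5 mM as added) for 1 h at 37 °C, then compound for 1 h at 37 °C. Luminescence was read after 15 min at room temperature.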
EPAC2 ag: activates human EPAC2 exchange factor | Q8WZA2 | EPAC2 activation, biochemical qHTS; response scale: 100% = 6.5 mM cAMP response | Potency, µM (titrated, usually from 154 µM), for inactives: at the highest dose activation, hits mostly activators | 0.079% of 360,000 active; note: nearly all actives have a fitted effect of over 50% in size
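Compounds were added across a concentration range to EPAC2 (100 nM), RAP1B-BODIPY-GDP (250 nM) and GDP (50 uM). After 5 min at room temperature, fluorescence was recorded at 5-min intervals for 30 min.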
EPAC2 antag: blocks human EPAC2 exchange factor | EPAC2 GEF exchange of Rap1B-BODIPY-GDP, fluorescence | Potency, µM (top dose mostly 114 µM), for inactives: at the top dose activity, negative = inhibition, hits mostly inhibitors | 0.18% of 360,000 active | AID 720708; note: % is set by controls: 0 for no effect and ±100 for the full control effect; nearly all actives have a fitted effect of over 45% in size; many of its hits are not listed in these tables
aSyn yeast inh: alpha-synuclein toxicity inhibition in yeast; Yeast expressing alpha-synuclein, growth rescue, BacTiter-Glo, 24 h; Potency, µM (series often up to 46.1 µM), for the others: at the highest dose growth rescue (activation), most hits filed as activators; 0.14% of 370,000 active; note: % of control where 0% means no effect; nearly all actives have a fitted effect of over 65% in size
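Screening used galactose-induced yeast with toxic alpha-synuclein levels, exposed to compound for 24 hr at 30 deg C. Cell growth, read with BacTiter-Glo luminescence, gave the measured signal.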
EPAC1 ag: EPAC1 (human) agonism. O95398. EPAC1 agonist qHTS, biochemical assay; response scale: 100% = response to 6.5 mM cAMP. Potency, µM (doses to about 154 µM), inactives show at the top dose activation, actives largely listed as activators. 0.073% of 360,000 active; note: nearly all actives have a fitted effect of over 60% in size
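Normalized to 6.5 mM cAMP, activity reflects EPAC1-catalysed release of BODIPY-GDP from Rap1B, followed kinetically over 30 min at 480 nm excitation, 540 nm emission. Reaction contained 100 nM EPAC1, 250 nM Rap1B-BODIPY-GDP, 50 uM GDP.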
TDP43 rescue: rescues yeast growth from TDP-43 toxicity; 1.8% of 410,000 active; Potency, µM (titrated, usually from 46.1 µM), without a hit: at the top dose growth rescue (activation), actives largely listed as activators; TDP-43 expressing yeast growth rescue, BacTiter-Glo, 24 h; AID 652104; note: % of control where 0% means no effect; nearly all actives have a fitted effect of over 50% in size
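Growth rescue of TDP-43-toxic yeast measured as ATP luminescence (BacTiter-Glo). Cells grown to mid-log in raffinose, induced in galactose at OD600=0.02, exposed to compound 24 hr at 30 deg C.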
The depositor's hits bear a star; i = inactive; ? = inconclusive; nt = not tested or not shown; & = joins results of further samples; [ ] = remark or other dose. Calls come from the whole dose curve; as a rule, active = well fitted curve in the direction sought with a large enough effect; inconclusive = small, poorly fitted or top-dose-only effect, or another doubt; inactive = no such curve, though single readings can be large; an effect the other way counts as inactive or inconclusive. Potency is the fitted concentration of half-maximal effect.

Fields: FUS suppressor, EPAC1 antag, PTHR1 agonist, EPAC2 ag, EPAC2 antag, aSyn yeast inh, EPAC1 ag, TDP43 rescue
> Cc1cc(/N=C/C=C2/N(C)c3ccccc3C2(C)C)n(CCC#N)n1
  -23%, 22%, -19%, 12%, -7%, -2%, -1%, -1%
> CC(=O)Nc1ccc(S(=O)(=O)c2ccc([N+](=O)[O-])cc2)cc1
  -12%, -8%, -29%, -2%, -6%, 2%, -2%, 21%
> CC(C)CCNC(=O)c1onc(CSc2ccncc2)c1C(=O)NCCC(C)C
  22%, -10%, -8%, 3%, -13%, -14%, -28%, -2%
> COc1ccc(-c2csc(NC(=O)CSc3n[nH]c(N)n3)n2)cc1
  20%, 12%, -35%[inhibitor], 7%, 1%, -3%, 5%, -6%
> CC(NC(=O)Cn1cc2c(n1)CCCCC2)c1ccccc1 (configuration not stated)
  14%, ?, -20%, 4%, -6%, 2%, 3%, 6%
> Cc1ccc(S(=O)(=O)NC(C)(C)CSc2nnc(Nc3ccccc3)s2)cc1
  6%, -3%, -35%[inhibitor], 3%, -1%, -2%, 8%, 24%
> Cc1cc(C)c(C(=O)OCCNC(=O)c2cccnc2)cc1C
  21%, -1%, -18%, 13%, -4%, 9%, 5%, 3%
> CCc1ccc[n+](-c2nc3ccccc3nc2C(=C=[N-])C#N)c1
  6%, 0%, i, 2%, -14%, 13%, -11%, 5%
> O=C(O)CCC(CNS(=O)(=O)c1ccccc1)C(F)(F)F (configuration not stated)
  -12%, -1%, i, -2%, 7%, -1%, -8%, -15%
> O=C(CSCC(=O)N1CCOCC1)Nc1nc(-c2ccc3c(c2)OCO3)cs1
  15%, -9%, -23%, 6%, 0%, 9%, -9%, -14%
> Cc1ccc2nc(-c3ccc(SCC(=O)Nc4ccc5c(c4)OCCO5)nc3)[nH]c2c1
  15%, -6%, -14%, -7%, -9%, -4%, -1%, 1%
> CC(C)(C)OC(=O)N1CCC[C@@H]1C(=O)N1CCC(C(=O)O)CC1
  1%, 0%, i, 9%, -2%, 0%, 7%, -9%
> COc1ccc(S(=O)(=O)Nc2ccc3oc(C)c(C(C)=O)c3c2)cc1
  25%, 18%, -63%[inhibitor][57.5 µM], -6%, 14%, -7%, 6%, 4%
> Cc1ccc(C)c(N2CCN(C(=O)CCc3nc4ccccc4[nH]3)CC2)c1
  -23%, -15%, i, 3%, -8%, 16µM*, 2%, -7%
> CCCc1cc(=O)oc2c(C)c(OCC(=O)N3CCC(C(=O)O)(c4ccccc4)CC3)ccc12
  33%, -3%, -14%, 4%, -21%, -1%, -7%, 19%
> COc1cccc(N=CC=C2OC(C)(C)C(C)(C)O2)c1
  17%, 3%, -9%, 10%, -10%, 0%, 5%, -24%[9.22 µM]
> COc1cc(/C=C/C(=O)OCC(=O)NCC2CCCCC2)ccc1O
  nt, -10%, i, 3%, -13%, 9%, 9%, 14%
> COc1cc(C(=O)Nc2nc3ccc4nc(C)sc4c3s2)cc(OC)c1OC
  23%, 11%, i, 10%, -3%, -3%, 9%, -20%
> CCCCC1C(=O)NN(c2ccccc2)C1=O (configuration not stated)
  -24%, 20%, i, 9%, 9%, -6%, 0%, ?
> COc1ccc(NC(=S)N2CCN(S(=O)(=O)c3ccc(OC)cc3)CC2)cc1
  32%, -15%, -10%, 1%, 0%, -12%, 3%, -27%
> CCCCNC(=O)CNC(=S)N(Cc1ccccc1)Cc1cccnc1
  17%, -15%, i, 3%, 2%, 0%, -3%, 3%
> O=C(Cc1noc2ccccc12)NNC(=S)Nc1ccc(Cl)cc1
  4%, -7%, -39%[inhibitor], 4%, 3%, -6%, -3%, 1%
> COc1ccc(C(=O)O)cc1S(=O)(=O)Nc1ccc2cn[nH]c2c1
  0%, 3%, -21%, 9%, 11%, 3%, 2%, 0%
> O=C(Cn1cnc2ccccc21)Nc1ccc(F)c(F)c1
  -34%, -29%, -15%, 6%, -5%, -2%, 8%, 11%
> CN(CC(=O)NCCC1=CCCCC1)S(=O)(=O)c1ccc2c(c1)c(=O)n(C)c(=O)n2C
  2%, 13%, -19%, -8%, 2%, -3%, -18%, 4%
> O=S(=O)(N1CCCCC1)N1CCN(c2ccccc2F)CC1
  -6%, 0%, i, 13%, 9%, 3%, 3%, 11%
> CC1(C)CC(=O)C(C=NCCN2CCN(CC(=O)Nc3ccc(F)cc3)CC2)=C(O)C1
  -1%, -2%, -22%, -2%, 16%, -1%, -3%, 3%
> CC(C)CNC1CCS(=O)(=O)C1 (configuration not stated)
  5%, 11%, -15%, 1%, 8%, -5%, -7%, -10%
> O=[N+]([O-])c1cccc(CN2CCN(c3cccc4[nH]ccc34)CC2)c1
  8%, -27%, -23%, 23%, -3%, -3%, 12%, 11%
> O=C(CSC1CCCCC1)Nc1ccccc1Br
  nt, -9%, -1%, 3%, -8%, -12%, 6%, 49%

Ordered by value in PTHR1 agonist (lowest first): three from the list above
smiles,EPAC1 antag,PTHR1 agonist,EPAC2 ag,EPAC2 antag
O=C(Cn1cnc2ccccc21)Nc1ccc(F)c(F)c1,-29%,-15%,6%,-5%
Cc1ccc2nc(-c3ccc(SCC(=O)Nc4ccc5c(c4)OCCO5)nc3)[nH]c2c1,-6%,-14%,-7%,-9%
O=C(CSC1CCCCC1)Nc1ccccc1Br,-9%,-1%,3%,-8%

The listing continues.
Fields: FUS suppressor, EPAC1 antag, PTHR1 agonist, EPAC2 ag, EPAC2 antag, aSyn yeast inh, EPAC1 ag, TDP43 rescue
> O=C(C1CCC1)N1CCc2cc(S(=O)(=O)Nc3ccc4c(c3)OCO4)ccc21
  2%, -6%, -53%[inhibitor], -3%, -5%, 0%, 10%, -5%
> CCOc1ccc(CN2CCN(CC3=Cc4cccc(OC)c4OC3)CC2CCO)cc1 (configuration not stated)
  -7%, -2%, -27%, 0%, 0%, 3%, 5%, 8%
> COc1ccc(NS(=O)(=O)c2ccc(NC(C)=O)cc2)c(OC)c1
  7%, -3%, i, -7%, -7%, 3%, 4%, 1%
> O=C(CC(C(=O)O)c1ccc(Cl)cc1)c1ccc(Br)cc1 (configuration not stated)
  5%, -2%, i, -3%, -5%, -10%, -9%, ?
> COc1ccc2oc(C(=O)N(C)CCOc3ccccc3)c(C)c2c1
  29%, 3%, i, 3%, -14%, -1%, 9%, 8%
> CCOC(=O)NC(=O)CSc1ccc2ccccc2n1
  7%, -4%, i, 4%, -6%, -8%, 1%, 5%[9.22 µM]
> COc1ccccc1CC1(C)NC(=O)N(CC(=O)N2CC(C)OC(C)C2)C1=O (configuration not stated)
  9%, -17%, i, 6%, 8%, -2%, 16%, -16%
> CC(C)(Cc1cc(CC(C)(C)C(=O)O)cc(C(C)(C)C)c1)C(=O)O
  -1%, -1%, i, -2%, 3%, 3%, 10%, 35µM*
> O=C(NCc1ccc(Cl)cc1)C(=O)NCC(c1ccco1)N1CCOCC1 (configuration not stated)
  13%, 15%, -57%[inhibitor], 2%, 12%, -1%, -5%, -22%
> CCOc1ccc2oc(-c3ccccc3)c(C(=O)N3CCN(CCO)CC3)c2c1
  nt, -4%, -22%, 11%, 3%, -5%, -4%, 3%
> Cc1c(CCO)sc[n+]1CC(=O)OCCC12CC3CC(CC(C3)C1)C2
  -4%, 20%, i, -6%, -3%, 3%, -5%, -20%
> CCN(CC)C(=O)Cn1cc(S(=O)(=O)CC(=O)NC2CCCCC2)c2ccccc21
  26%, -20%, -64%, 12%, -8%, -2%, 4%, -18%
> CCCCC(CC)C(=O)Nc1ccc(C)c(O)c1 (configuration not stated)
  3%, -16%, -18%, 4%, -2%, 1%, 2%, 6%[9.22 µM]
> CC1(NC(=O)CC(c2ccccc2)(c2ccccc2)c2ccccc2)CCN(CCCc2ccccc2)C1=O (configuration not stated)
  ?, -18%, i, 8%, -5%, 7%, -6%, 21%
> O=C(OCC(=O)N(Cc1ccccc1)Cc1ccccc1)c1ccccc1NCCO
  27%, -6%, -15%, 8%, -17%, 2%, 12%, ?
> COc1ccc(-c2nc3ccccn3c2NCc2ccc3c(c2)OCO3)cc1
  9%, -11%, -18%, 4%, -6%, 5%, 5%, 5%
> Cc1cc(CNC(=S)Nc2cccc(Cl)c2Cl)nn1C
  -34%, -1%, i, 6%, 2%, -9%, 1%, 9%
> O=C1Nc2ccccc2C1=Nc1ccc(-c2nnc3n2CCCCC3)cc1
  -36%&26%, 11%&4%, -12%, 4%&12%, 0%&-3%, 0%&1%, -1%&6%, -14%&4%
> CCN(C(=O)CCc1nc(-c2ccccc2F)no1)c1cc(OC)ccc1OC
  nt, -19%, -42%[inhibitor], 17%, 3%, 0%, 0%, 14%
> CCN(CC)CCN1C(=O)C(=O)/C(=C(/O)c2ccccc2)C1c1ccccc1F (configuration not stated)
  7%, -6%, -12%[57.5 µM], 1%, -1%, -5%, 1%, -2%
> COc1ccccc1NC(=O)CSc1nnnn1-c1ccccc1F
  -7%, 3%, i, 8%, -14%, 7%, 16%, 28%
> COc1ccc(CC(=O)NCc2n[nH]c(=S)n2-c2cccc(Cl)c2)cc1
  -2%, -8%, ?, 11%, -9%, -1%, -2%, 15%
> O=C(CSC1=NS(=O)(=O)c2ccccc2N1)NCCc1ccccc1
  9%, 5%, i, 1%, 0%, 0%, 7%, 6%
> C=CCOc1ccc(/C(O)=C2\C(=O)C(=O)N(CCOC)C2c2cccnc2)cc1 (configuration not stated)
  -4%, 9%, -13%, 6%, 0%, -4%, -4%, -11%
> Cc1nnc(SCC(=O)N2CCc3ccccc3C2)n1-c1ccccc1
  13%, -7%, -29%, 10%, -5%, 1%, 4%, -4%
> Cn1ccsc1=NC(=O)c1cc(S(=O)(=O)N2CCOCC2)ccc1F
  -15%, 1%, -5%, 8%, 8%, -1%, -5%, 6%
> O=c1cc(NCc2ccccc2)nc2ccccn12
  9%, 1%, -2%, 4%, 3%, 0%, -1%, 0%
> COc1ccc(C(=O)Nc2ccc(Nc3ccccc3)cc2)cc1OC
  22%, 0%, -4%, 6%, 0%, -8%, 7%, 2%

Some entries already given with just FUS suppressor and TDP43 rescue.
Molecule,FUS suppressor,TDP43 rescue
O=C(NCc1ccc(Cl)cc1)C(=O)NCC(c1ccco1)N1CCOCC1 (configuration not stated),13%,-22%
CCOc1ccc2oc(-c3ccccc3)c(C(=O)N3CCN(CCO)CC3)c2c1,nt,3%
Cc1c(CCO)sc[n+]1CC(=O)OCCC12CC3CC(CC(C3)C1)C2,-4%,-20%
CCN(CC)C(=O)Cn1cc(S(=O)(=O)CC(=O)NC2CCCCC2)c2ccccc21,26%,-18%

This is a subset; count on the stated rates, not on these rows.
